# High-throughput results (PubChem)
# XBP1 UPR activ = activators of adaptive XBP1 UPR arm, primary screen, cell-based, CHO-XBP1 luciferase reporter, luminescence, uHTS. IRE1-XBP1 UPR activation; percent of tunicamycin response, DMSO as zero. activation, % at 20 µM. 330,000 compounds, 0.33% hits. AID 463104, 2010;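 active = versus positive control, 20 µM dose yields 30% or more activation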;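 note: 100% = tunicamycin at 10 µg/mL and 0% = DMSO only wells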
#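 Assay system: CHO-XBP1 luciferase reporter cells; Schedule: 6 h treatment, 37 °C; Detection: glow luminescence from Steady-Glo reagent; Benchmarks: high control tunicamycin 10 µg/mL final, low control DMSO vehicle only.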
# tim23-1 inh = growth inhibitors of tim23-1 mutant yeast, primary screen, luminescence, uHTS; S. cerevisiae tim23-1 growth, BacTiter-Glo luminescence, 24 h; AID 463212, 2010; inhibition, % at 20 µM; 330,000 compounds, 1.3% hits;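 active = growth inhibition of the mutant yeast at or above 50%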;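 note: temperature-sensitive mutant grown at 25 °C; plate controls were DMSO-treated mutant yeast for no effect and medium wells lacking yeast for full effect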
# UPR CHOP act = activators of apoptotic CHOP UPR arm, primary screen, cell-based, CHO-CHOP luciferase reporter, luminescence, uHTS | UPR activation; percent of tunicamycin response over DMSO baseline | activation, % at 10 µM | 330,000 compounds, 0.34% hits | AID 449763, 2010;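 active = at 10 µM dose, activation of 40% or more, normalized to positive control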;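 note: 100% = tunicamycin at 10 µg/mL and 0% = DMSO alone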
#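 System: CHO-CHOP luciferase reporter cell line | Buffer or medium: F12 medium containing 10% fetal bovine serum | Doses: One dose, 10 µM in 0.5% DMSO | Times: 6 h compound exposure at 37 °C after overnight seeding | Signal: Luciferase luminescence | Read-out: % activation vs tunicamycin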
# tim10-1 inh = growth inhibitors of tim10-1 mutant yeast, primary screen, luminescence, uHTS; S. cerevisiae tim10-1 ts strain growth, BacTiter-Glo, 24 h; inhibition, % at 20 µM; 330,000 compounds, 2.2% hits; AID 463190, 2010;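 active = inhibition of at least 40%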;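 note: mutant grown at 25 °C; 0% = DMSO wells with yeast and 100% = wells holding no yeast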
# APJ antagonist = antagonists of human apelin receptor APJ, primary screen, CHO-K1 cells, beta-arrestin complementation, luminescence. 330,000 compounds, 0.32% hits. P35414. inhibition, % at 20 µM;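 active = inhibition above about 40% at 20 µM, limit read from the data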;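 note: cells challenged with 10 nM apelin-13 agonist together with compound; plate controls were apelin-13 plus DMSO wells for no effect and DMSO wells lacking apelin-13 for full effect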
# CXCR6 inh = CXCR6 receptor inhibitors, primary screen, cell-based, beta-arrestin, luminescence, CHO-K1 PathHunter, 1536-well; inhibition, % at 20 µM; 360,000 compounds, 0.36% hits; in the data active = inhibition above about 34%, passing the limit was not always enough;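 note: antagonist mode with CXCL16 agonist at 10 nM final; 0% = 10 nM CXCL16 with DMSO and 100% = unstimulated wells without agonist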
# APJ agonist = agonists of human apelin receptor APJ, primary screen, CHO-K1 cells, PathHunter beta-arrestin, luminescence. 0% DMSO wells, 100% apelin. activation, % at 20 µM. 330,000 compounds, 0.11% hits. P35414;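 active = activation more than six SD over the plate average, tested at 20 µM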;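 note: 0% = DMSO alone and 100% = apelin-13 at 10 nM; some results filed as inactive read as strong as hits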
#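 Assay system: CHO-K1 cells stably expressing ProLink-tagged human APJ and arrestin–beta-gal acceptor. Compound dosing: 20 µM single point, 1% DMSO. Times: 16-18 h seeding, 90 min dark compound exposure, 60 min detection. Detection: beta-gal luminescence. Evaluation: APJ–arrestin association signal. Controls: negative DMSO alone, positive Apelin-13 at 10 nM.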
# Mdm2-MdmX inh = inhibitors of human Mdm2-MdmX association, primary screen, cell-based, luminescence, split luciferase, SaOS-2, uHTS. SaOS-2 split-luciferase Mdm2/MdmX complementation. inhibition, % at 8 µM. 330,000 compounds, 3% hits. AID 485346, 2010;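 active = inhibition of at least 50% at 8 µM in the primary screen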
# Target sequence (O15151 whole entry, looked up): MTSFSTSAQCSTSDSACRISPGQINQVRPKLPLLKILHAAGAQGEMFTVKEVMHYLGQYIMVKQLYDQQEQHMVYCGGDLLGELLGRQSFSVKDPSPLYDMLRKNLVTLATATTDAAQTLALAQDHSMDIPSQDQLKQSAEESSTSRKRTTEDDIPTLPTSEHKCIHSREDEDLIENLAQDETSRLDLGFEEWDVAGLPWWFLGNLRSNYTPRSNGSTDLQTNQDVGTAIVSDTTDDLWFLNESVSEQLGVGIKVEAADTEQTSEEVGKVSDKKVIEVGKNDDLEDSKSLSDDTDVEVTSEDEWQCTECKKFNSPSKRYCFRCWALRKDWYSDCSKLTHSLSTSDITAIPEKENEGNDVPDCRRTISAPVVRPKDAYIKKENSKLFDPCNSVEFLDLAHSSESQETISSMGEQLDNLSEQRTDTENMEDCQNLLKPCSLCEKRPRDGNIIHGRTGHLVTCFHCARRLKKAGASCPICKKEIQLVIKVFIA
# Target sequence (Q00987 whole entry, looked up): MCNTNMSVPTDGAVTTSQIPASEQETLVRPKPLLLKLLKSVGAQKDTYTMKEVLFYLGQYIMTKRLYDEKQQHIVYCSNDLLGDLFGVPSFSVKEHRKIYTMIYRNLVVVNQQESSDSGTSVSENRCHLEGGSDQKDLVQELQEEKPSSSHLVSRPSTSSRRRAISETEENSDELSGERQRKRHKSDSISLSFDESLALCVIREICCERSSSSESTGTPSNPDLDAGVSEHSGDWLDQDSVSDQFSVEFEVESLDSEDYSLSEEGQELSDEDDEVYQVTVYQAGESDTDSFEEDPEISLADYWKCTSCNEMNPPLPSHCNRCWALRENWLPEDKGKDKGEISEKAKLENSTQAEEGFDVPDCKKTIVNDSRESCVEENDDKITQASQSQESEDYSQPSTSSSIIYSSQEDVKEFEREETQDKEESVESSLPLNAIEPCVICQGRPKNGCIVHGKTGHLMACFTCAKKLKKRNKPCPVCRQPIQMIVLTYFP
# TIM10 inh = growth inhibitors of isogenic TIM10 control yeast, primary screen, counter-screen for tim10-1 yeast inhibitor project, luminescence, uHTS; S. cerevisiae TIM10 strain growth, BacTiter-Glo luminescence, 24 h; 330,000 compounds, 1.4% hits; inhibition, % at 10 µM;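 active = inhibition of 40% or more at the single tested concentration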;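 note: wild-type TIM10 isogenic control strain grown at permissive 25 °C; 0% = DMSO yeast wells and 100% = minimal medium wells without yeast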
# * marks the source's active call; other numbers are inactive results; · = no result given. Only part of the results is shown. The share of hits here may be higher or lower than overall.
SMILES,XBP1 UPR activ,tim23-1 inh,UPR CHOP act,tim10-1 inh,APJ antagonist,CXCR6 inh,APJ agonist,Mdm2-MdmX inh,TIM10 inh
COc1ccc(C2CC(c3ccccc3)=NN2c2ccc(Cl)c(C(=O)O)c2)cc1 (stereo not given),-4,21,3.7,10,2,-6,-2,6,8
O=C(CNC(=O)c1ccc([N+](=O)[O-])cc1)N/N=C\c1ccc(OC(=O)c2ccccc2)cc1,6,-13,1.8,12,-4,1,3,0,-19
Cc1cc(C)cc(C(=O)N2CC(C)SC2=Nc2cccc(S(=O)(=O)N(C)C)c2)c1 (stereo not given),-1,27,6.2,34,8,8,5,11,8
O=C(COC(=O)C1=COCCO1)Nc1ccc(Cl)cn1,0,-4,2.8,-1,-3,2,0,-9,5
CCC(C)[C@H](NC(=O)C1CCN(C(=O)[C@H](Cc2ccccc2)NC(=O)OC(C)(C)C)CC1)C(=O)O (stereo not given in full),-1,-1,0.0,14,1,-8,-1,6,-1
Cc1ccc(C(=O)C[n+]2ccccc2)cc1,7,4,1.4,2,11,2,0,12,-9
CC(C)C(=O)Nc1ccc(NC(=S)NC(=O)c2cc3ccccc3o2)cc1,-4,6,-1.7,-9,22,19,-2,-5,-11
COc1cc([C@@H]2c3cc4c(cc3[C@@H](O)[C@@H](CO)[C@@H]2CO)OCO4)cc(OC)c1O[Si](C)(C)C(C)(C)C,7,21,0.2,21,-14,·,11,53*,6
Cc1ccc(N(C(=O)c2snc(C(N)=O)c2N)C(C(=O)NCC2CCCO2)c2ccc(C)o2)c(C)c1 (stereo not given),-6,22,1.0,18,13,-9,1,4,-7
CSCCC(NS(=O)(=O)c1ccccc1)C(=O)Nc1nccs1 (stereo not given),-3,9,-1.9,-13,19,-4,4,-7,-2
O=C(c1c(F)cccc1F)N(Cc1ccccn1)C1CC1,-1,2,-0.2,20,-16,-4,-5,27,10
COc1ccc(NC(=O)CSc2nnnn2-c2ccc(OC)cc2)cc1,-3,2,-1.5,3,3,4,-1,-13,-11
CC(=O)N1CCN(C(=O)C2(NC(=O)Nc3cccc(F)c3)CCCCC2)CC1,2,5,-0.1,-1,-24,0,-1,21,-20
Cc1nnc(NC(=O)Nc2ccc(Cl)c(Cl)c2)s1,9,13,7.5,30,1,-3,0,95*,14
CC(NS(=O)(=O)c1ccccc1Cl)C1CC2CCC1C2 (stereo not given),1,47,-0.8,36,8,-1,5,-27,14
O=C(O)CNS(=O)(=O)c1cc(Cl)c(Cl)cc1Cl,-4,-5,-1.9,-19,12,-2,-3,22,-8
CN(c1ccc(C(=O)Nc2ccccc2C(=O)N2CCCC2)cc1)S(C)(=O)=O,-2,8,1.6,-5,-3,4,-6,13,-7
COc1ccc(C2CC(C(F)(F)F)n3nc(C(=O)O)c(Br)c3N2)cc1 (stereo not given),0,9,-1.0,6,3,2,-2,8,-7
COC(=O)c1c(NC(=O)CN2CCC3(O)CCCCC3C2c2ccccc2OC)sc(C)c1C (stereo not given),1,31,-0.4,40*,-3,11,-1,35,34
CCN(CC)S(=O)(=O)c1cccc(C(=O)NNC(=O)c2ccc3[nH]c(=O)c(=O)[nH]c3c2)c1,-7,-6,0.9,-15,-3,-2,3,12,-5

# 3 of these compounds, reformatted.
Cc1ccc(N(C(=O)c2snc(C(N)=O)c2N)C(C(=O)NCC2CCCO2)c2ccc(C)o2)c(C)c1 (stereo not given)
  XBP1 UPR activ: -6; tim23-1 inh: 22; UPR CHOP act: 1.0; tim10-1 inh: 18; APJ antagonist: 13; CXCR6 inh: -9; APJ agonist: 1; Mdm2-MdmX inh: 4; TIM10 inh: -7

CSCCC(NS(=O)(=O)c1ccccc1)C(=O)Nc1nccs1 (stereo not given)
  XBP1 UPR activ: -3; tim23-1 inh: 9; UPR CHOP act: -1.9; tim10-1 inh: -13; APJ antagonist: 19; CXCR6 inh: -4; APJ agonist: 4; Mdm2-MdmX inh: -7; TIM10 inh: -2

O=C(c1c(F)cccc1F)N(Cc1ccccn1)C1CC1
  XBP1 UPR activ: -1; tim23-1 inh: 2; UPR CHOP act: -0.2; tim10-1 inh: 20; APJ antagonist: -16; CXCR6 inh: -4; APJ agonist: -5; Mdm2-MdmX inh: 27; TIM10 inh: 10

# More structures.
SMILES,XBP1 UPR activ,tim23-1 inh,UPR CHOP act,tim10-1 inh,APJ antagonist,CXCR6 inh,APJ agonist,Mdm2-MdmX inh,TIM10 inh
CC(C)CN(C(=O)COC(=O)c1ccc(Cl)nc1)c1c(N)n(Cc2ccccc2)c(=O)[nH]c1=O,0,-2,-0.5,19,11,-9,-5,12,1
Cc1cnc(C(=O)N2CCN(S(=O)(=O)c3ccc(F)c(F)c3F)CC2)cn1,-2,-6,-0.7,-6,1,-1,-1,3,-10
O=C(c1ccc(F)cc1)C1CCN(C(=O)c2ccc(F)cc2)CC1,0,12,-2.5,-10,-3,-4,-2,-10,-5
Cc1cc(C)c2c(n1)sc1c(=O)n(Cc3ccc(F)cc3)cnc12,2,10,-1.2,15,10,12,-3,7,9
O=S(NCc1ccco1)C12CC3CC(CC(C3)C1)C2 (stereo not given),-1,28,1.4,12,-10,-5,-2,24,14
CC1CC(C)CN(C(=O)C2CCCN(S(=O)(=O)c3cnc[nH]3)C2)C1 (stereo not given),-1,3,0.2,-14,4,0,-3,14,-17
c1ccc(Cc2noc(CN3CCCN(C4Cc5ccccc5C4)CC3)n2)cc1,-5,-10,1.7,-19,-9,7,-5,-35,2
CCCSc1nnc(CN2CCOCC2)n1C,-3,-2,-0.8,4,-22,2,-1,-2,8
O=C(NCCN1CCOCC1)Nc1ccc(Cl)cc1,2,2,-0.9,9,5,-9,-8,20,0
COc1ccc(S(=O)(=O)NCCCCC(=O)O)cc1C(=O)O,1,4,-1.0,16,-4,2,0,7,-12
Cc1oc2cc(OCc3cnn(-c4ccccc4)c3)ccc2c(=O)c1Oc1ccccc1F,-6,-8,-0.8,-7,6,-3,-3,20,-8
O/N=C1\CCCc2c1nc(-c1ccccc1F)n2O,-5,18,0.7,7,0,-1,1,7,12
Cc1cc(=O)oc2cc(OCC(=O)N3CC(C)OC(C)C3)ccc12 (stereo not given),-3,4,-0.1,-1,-1,·,-1,14,7
CCOC(=O)C1=C(C)N(c2ccc(OC)cc2)C(=O)/C1=C\c1ccc(O)c(OCC)c1,2,33,-0.2,27,-7,11,1,5,21
O=P(O)(C(O)c1ccccc1)C(O)c1ccccc1 (stereo not given),3,8,0.3,8,20,4,-1,-7,1
Cc1cc(C)c(S(C)(=O)=O)c(N(C)NC(=O)c2c(F)cccc2F)n1,-2,12,0.4,16,6,-5,0,-5,-13
O=C(CNCc1cccs1)Nc1cc(S(=O)(=O)N2CCCC2)ccc1Cl,0,17,-1.4,4,-16,0,-3,1,-18
O=C(O)c1csc(-c2ccccc2)n1,-1,-5,-0.2,-10,-4,-2,-1,18,-17
O=C(Nc1ccccc1Cl)N(Cc1nc2ccccc2c(=O)[nH]1)Cc1cccs1,2,-15,2.0,13,13,-4,-1,8,-16
COP(=O)(OC)C(Nc1cc(Cl)cc(Cl)c1)c1cccc(O)c1 (stereo not given),-2,16,-2.8,17,11,-1,-2,1,-3
CCCCn1c(NCc2ccccc2O)nc2ccccc21,0,17,2.6,5,-2,-3,-4,1,-1
COc1ccccc1C/C(N)=N/OC(=O)COc1ccc2ccccc2c1,3,52*,0.0,48*,-14,0,1,17,55*
CCc1ccc(CN(C)Cc2nc(COc3ccccc3)no2)nc1,2,0,-1.4,24,13,7,-2,25,7
O=C(Cn1cccc1C(=O)c1ccccc1)NCCC1=CCCCC1,-3,29,-2.1,-15,-6,-1,-3,8,-8
COC(=O)C(F)(Sc1c(C)n(C)n(-c2ccccc2)c1=O)C(F)(F)F (stereo not given),-3,10,-1.3,-8,16,-2,1,23,-4
CC(=O)Nc1ccc(NC(=O)Cn2cnc(S(=O)(=O)N3CCOCC3)c2)cc1,-2,-2,2.1,-1,18,-1,3,-26,5
COc1ccc(CNC(=O)c2sccc2-c2ccccc2)cc1OC,-6,3,-0.2,-12,-1,2,0,9,-2
O=C1C=C(c2ccc(Oc3ccccc3)cc2)C[C@@H](c2ccc3c(c2)OCO3)C1,2,12,2.3,-2,3,4,-1,12,-7
CCOc1ccc(CCNC(=O)COC(=O)CSc2ccccc2C)cc1OCC,-1,16,3.0,16,10,6,-5,11,8
CCn1c(=O)cc(C(F)(F)F)[nH]c1=S,2,3,-0.3,1,-10,0,-2,10,-2
C=CCOc1ccc(/C=C/C(=O)OCC(=O)N(C)CC(=O)Nc2ccccc2Cl)cc1,-2,19,3.4,7,17,-7,10,6,-8
O=C(NCc1cccc(Cl)c1)c1cc(COc2ccc3ncccc3c2)on1,3,22,1.4,11,-23,-11,4,20,7
Cc1cc(C(=O)NC2CCCCC2C)c2ccccc2n1 (stereo not given),-2,6,-0.4,-11,-2,6,-2,5,-11
CCOc1ncccc1C(=O)OCC(=O)Nc1c(C)cc(C)cc1C,-2,13,-0.9,24,12,6,-2,8,7
Cn1c(SCC(=O)Nc2ccc(NC(=O)c3ccccc3F)cc2)nnc1-c1ccncc1,1,13,1.4,7,11,-6,2,-9,-1
COC(=O)c1cc(OC)c(OC)cc1NC(=O)CN1CCOCC1,-3,19,-1.0,4,-3,-10,-5,5,-2
COC(=O)c1c(NC(=O)CSc2nnnn2-c2ccc3c(c2)OCO3)sc(C)c1C,0,10,-1.0,12,6,3,-3,1,-2
Cc1cc(C)nc(N2CCC(C(=O)Nc3ccc(Oc4ccccc4)cc3)CC2)n1,1,-5,-0.7,14,22,-4,-2,23,5
CCOc1ccccc1NS(=O)(=O)N(C)C,-3,14,-0.5,3,3,4,0,9,-8
COc1ccc(-c2noc(CCN3C(=O)c4ccccc4C3=O)n2)cc1OC,-1,-4,1.7,4,-1,-6,-1,9,5
CCCN1C(=O)c2ccccc2NC1c1ccc(Br)cc1 (stereo not given),-4,39,-1.1,3,-4,-1,-4,2,-11
Cc1ccccc1OCc1nc2ccccc2n1C,0,17,7.5,-56,11,-5,-2,-142,7
COC(=O)/C(=C1/Oc2ccc(C)cc2S1)C(F)(F)F,-1,26,3.2,19,2,5,-3,-6,-8
COc1ccc(C(=O)CSc2ccc3nnc(-c4cccnc4)n3n2)cc1,2,0,-1.1,19,1,1,-2,4,-8
CCCCCC1CC(CC(=O)Nc2ccc([N+](=O)[O-])cc2)OC1=O (stereo not given),0,41,2.1,22,-17,2,-2,19,26
O=C(CSc1ncnc2c1cnn2CCO)Nc1cccc(C(F)(F)F)c1,-4,17,0.3,6,11,-11,1,0,10
CC(Sc1nnc(COc2ccc(Cl)cc2)n1-c1ccccc1)C(=O)O (stereo not given),-1,8,-0.2,5,17,-2,-2,4,-6
